# RBX1-CUL1 inh = inhibitors of human ROC1-CUL1 ubiquitin ligase activity. E3 ubiquitin-protein ligase RBX1 (Homo sapiens) + Cullin-1 (Homo sapiens), P62877+Q13616. 140,000 compounds, 0.6% hits. in vitro K48 di-Ub FRET, acceptor:donor ratio, 45 min. inhibition, % at 10 µM; in the data active = inhibition above about 25%
# Target sequence (P62877 whole entry, looked up): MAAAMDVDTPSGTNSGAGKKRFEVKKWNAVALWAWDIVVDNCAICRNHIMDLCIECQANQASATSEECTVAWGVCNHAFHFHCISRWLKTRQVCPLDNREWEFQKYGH
# Target sequence (Q13616 whole entry, looked up): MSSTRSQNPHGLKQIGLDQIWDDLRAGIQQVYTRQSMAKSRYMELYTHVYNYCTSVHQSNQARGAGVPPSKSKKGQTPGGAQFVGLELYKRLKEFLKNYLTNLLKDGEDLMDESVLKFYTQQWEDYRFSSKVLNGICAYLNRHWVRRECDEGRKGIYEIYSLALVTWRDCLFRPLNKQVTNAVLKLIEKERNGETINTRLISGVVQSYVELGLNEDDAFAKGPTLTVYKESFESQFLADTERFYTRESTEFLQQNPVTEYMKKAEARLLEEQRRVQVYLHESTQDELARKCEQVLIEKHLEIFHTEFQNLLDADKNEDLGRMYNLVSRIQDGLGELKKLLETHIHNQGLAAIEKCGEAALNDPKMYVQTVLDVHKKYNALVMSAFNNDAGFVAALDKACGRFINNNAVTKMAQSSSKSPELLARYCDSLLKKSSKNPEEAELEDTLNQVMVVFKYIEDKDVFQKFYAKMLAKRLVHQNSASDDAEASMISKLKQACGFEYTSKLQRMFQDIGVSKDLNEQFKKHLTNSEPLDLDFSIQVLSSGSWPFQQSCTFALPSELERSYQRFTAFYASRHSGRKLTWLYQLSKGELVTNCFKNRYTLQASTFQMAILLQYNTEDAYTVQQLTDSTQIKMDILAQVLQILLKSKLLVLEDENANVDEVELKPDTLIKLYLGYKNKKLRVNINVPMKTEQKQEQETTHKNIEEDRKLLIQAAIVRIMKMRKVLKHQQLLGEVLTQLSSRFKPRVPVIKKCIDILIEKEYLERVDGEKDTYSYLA
# An asterisk follows results filed as active.
# Start of the data: the first 6 entries (preview)
RBX1-CUL1 inh	smiles
-0.9	Nc1c(C(=O)Nc2ccccn2)nnc2ncnn12
-5.2	CCc1ccc(CNC(=O)CCc2c(C)nn(-c3ccc(N4CCCCC4)nn3)c2C)cc1
8.1	Cc1cccc2sc(NC(=O)C(C)C)nc12
-9.4	O=C(Nc1cccc(F)c1)C1CCN(S(=O)(=O)c2cccc3nsnc23)CC1
2.0	COCCN1CCCC2(CCN(Cc3cnn(C)c3)C2)C1 (stereo not given)
-12.3	Cc1cc(C)c(NC(=O)Cc2ccc(-n3c(C)nc4cccnc43)cc2)c(C)c1

# All compounds of this part, previewed entries included:
RBX1-CUL1 inh	smiles
-0.9	Nc1c(C(=O)Nc2ccccn2)nnc2ncnn12
-5.2	CCc1ccc(CNC(=O)CCc2c(C)nn(-c3ccc(N4CCCCC4)nn3)c2C)cc1
8.1	Cc1cccc2sc(NC(=O)C(C)C)nc12
-9.4	O=C(Nc1cccc(F)c1)C1CCN(S(=O)(=O)c2cccc3nsnc23)CC1
2.0	COCCN1CCCC2(CCN(Cc3cnn(C)c3)C2)C1 (stereo not given)
-12.3	Cc1cc(C)c(NC(=O)Cc2ccc(-n3c(C)nc4cccnc43)cc2)c(C)c1
6.2	COC(=O)CN1C(=O)C2(C3=C(CC(C)(C)CC3=O)OC(=N)C2C#N)c2ccccc21 (stereo not given)
-2.1	OC(CN1CCOCC1)Cn1c(-c2ccccc2)c(-c2ccccc2)c2ccc3ccccc3c21 (stereo not given)
-5.5	O=C(Nc1cc(C(F)(F)F)ccc1Cl)C(Cc1ccccc1)C(=O)Nc1cc(C(F)(F)F)ccc1Cl
-1.7	O=C(CSc1ncnc2sc3c(c12)CCCC3)NCCc1ccccc1
2.4	CCCCC(=O)N1CCN(S(=O)(=O)c2ccc(C)c(C)c2)CC1
-2.4	COc1cc(-c2noc(CN3CCN(c4cccc(Cl)c4)CC3)n2)cc(OC)c1OC
-2.6	Cc1ccc2nc(N(Cc3cccnc3)C(=O)CCS(=O)(=O)c3ccccc3)sc2c1
-2.4	Cc1cccc(NC(=O)c2nnn(CC(=O)Nc3ccc(C(C)C)cc3)c2N)c1C
-3.6	COc1ccccc1CN1CCCC(CN(CCN(C)C)C(=O)c2oc(C)cc2C)C1 (stereo not given)
-14.8	Cc1cc(=O)oc2c3c(ccc12)OCN(Cc1ccccc1Cl)C3
-14.8	CCS(=O)(=O)c1ncc(Cl)c(C(=O)N(Cc2ccccc2)c2ccc(OC)cc2)n1
6.6	Cc1ccc(CS(=O)(=O)Nc2ccccc2F)cc1
-4.5	Cc1cc(=O)[nH]c(-c2cccc(CN3CCN(C)C[C@@H]3c3ccccc3)c2)n1
0.9	CN(CC(=O)NCc1ccc(Cl)cc1)S(=O)(=O)c1cc(Cl)ccc1Cl
4.4	CC(C)CC(=O)NCC(c1ccc2c(c1)OCO2)N1CCN(c2ccccc2F)CC1 (stereo not given)
8.2	O=C(Cc1ccc(Cl)cc1)N1CCc2cc(S(=O)(=O)N3CCOCC3)ccc21
-1.1	Cc1ccc(CSc2nnc3c(n2)OC(c2ccc4c(c2)OCO4)Nc2ccccc2-3)cc1 (stereo not given)
-11.6	CCCOc1ccc(CN(C(=O)c2cc(=O)c3ccc(C)cc3o2)C2CCS(=O)(=O)C2)cc1 (stereo not given)
4.4	CC(C)c1cc(C(N)=O)c(NC(=O)c2cc(-c3ccc4c(c3)OCO4)nc3ccccc23)s1

# Reprinted at random: 3 records from the list
RBX1-CUL1 inh	smiles
8.1	Cc1cccc2sc(NC(=O)C(C)C)nc12
-14.8	CCS(=O)(=O)c1ncc(Cl)c(C(=O)N(Cc2ccccc2)c2ccc(OC)cc2)n1
-2.4	COc1cc(-c2noc(CN3CCN(c4cccc(Cl)c4)CC3)n2)cc(OC)c1OC

# (next part)
RBX1-CUL1 inh	smiles
0.1	O=C(CSc1nnc(COc2ccccc2)o1)c1ccccc1
-2.3	CC(C)c1ccc(OCC(=O)NC(=S)Nc2cc(C(F)(F)F)cc(C(F)(F)F)c2)cc1
-16.6	Cc1cc(N2CCN(C(=O)C3CCC(=O)N(C4CC4)C3)CC2)cc(C)n1 (stereo not given)
-0.9	CC(=O)Nc1ccc(NC(=O)COc2cc(Cl)c(Cl)cc2Cl)cc1
-2.0	CCn1nnc(C(=O)O)c1C(=O)O
7.8	Cc1cc(C(=O)CSc2nnnn2-c2ccccc2)c(C)n1-c1ccccc1F
-1.5	CCc1ccc(-n2nc(CO)c(C(=O)NCC(c3ccccc3)c3ccccc3)n2)cc1
1.1	CCO[C@H]1[C@H](NC(=O)CC)c2ccccc2C12CCN(C(=O)c1ccc(C#CC(C)(C)O)o1)CC2
-3.9	Nc1c(C(F)(F)F)cc(-c2ccccc2)nc1Cl
9.0	O=C(Nc1cc2nn(-c3ccccc3)nc2cc1Cl)c1ccc2c(c1)OCCO2
6.3	CCOC(=O)N1CCN(C(=O)CC2(c3ccccc3C)CC(=O)N(Cc3ccncc3)C2=O)CC1 (stereo not given)
6.7	CC1=NN(c2nc(-c3cccc([N+](=O)[O-])c3)cs2)C(=O)/C1=C/c1ccc(N(C)C)cc1
6.6	CCOc1ccccc1NC(=O)CSc1nccn1Cc1ccc(F)cc1
9.6	COc1cc(NCCCCCCNC(C)C)c2ncccc2c1
0.4	Cc1cc(C)c(C(C(=O)O)c2ccccc2)c(C)c1 (stereo not given)
1.2	COc1ccc(Cn2ccc3nc(C)c(C(=O)NCc4ccc(OC)cc4OC)cc3c2=O)cc1
-13.3	O=C(Nc1nc2n(n1)C(c1ccc(Cl)cc1)CC(c1ccccc1)=N2)c1ccco1 (stereo not given)
1.7	O=C(Cn1cnc2sc3c(c2c1=O)CCCC3)Nc1cc(Cl)ccc1Cl
1.6	CC1COc2c(ccc(F)c2F)N1C(=O)CCCC(=O)Nc1cccc2ccccc12 (stereo not given)
16.2	O=C(NCCN1CCOCC1)c1ccc(N2CCC(N3CCC(c4ccccc4F)C3)CC2)cc1 (stereo not given)
2.4	CCC(C)NC(=O)c1ccc(OC(C)CC)cc1 (stereo not given)
-8.9	Cc1ccc(S(=O)(=O)NCC(=O)Oc2ccc3c(=O)c(Oc4ccccc4)coc3c2)cc1
-5.0	COc1ccc(CC2(c3ccccc3)C(=O)c3ccccc3C2=O)cc1
-1.9	COc1ccc(-c2csc3ncnc(Nc4cccc(OC)c4)c23)cc1
12.4	O=C(c1ccsc1)N1CCC(CO)(CCc2ccccc2)CC1
7.5	CN1C2=C(C(=O)CC(C)(C)C2)C(c2cc(Cl)ccc2O)C2=C1CC(C)(C)CC2=O
-0.6	COc1cc(NC(=O)c2cccc(F)c2)ccc1NC(=O)c1cc2ccccc2o1
-2.7	CC(=O)CCN1C2NONC2N(CCC(C)=O)C2NONC21 (stereo not given)
10.6	Cc1nn(C)c2c1c(-c1ccccc1)cc(=O)n2Cc1ccc(Br)cc1F
-4.8	COC(=O)c1cc2sc(C)cc2n1Cc1nc(-c2ccc(C)cc2)oc1C
9.5	CC1Cc2cc(S(=O)(=O)N3CCOCC3)ccc2N1S(C)(=O)=O (stereo not given)
-0.9	COc1ccc(CNC(C)c2cnn(-c3cccc(F)c3)c2C)c(F)c1 (stereo not given)
1.0	CN(C)S(=O)(=O)c1ccc(-c2csc(=Nc3ccccc3)n2Cc2ccccc2)cc1
9.4	Cc1sc(NC(=O)C2C3CCC(O3)C2C(=O)O)c(C(N)=O)c1-c1ccc(C(C)C)cc1 (stereo not given)
0.9	Cc1ccc2onc(CNC(=O)NCc3ccccc3)c2c1
2.9	CCN(CC)S(=O)(=O)c1ccc2c(c1)N(CC(=O)Nc1ccc(F)cc1F)C(=O)C1CCCN21 (stereo not given)
-1.6	O=C(CCCCn1c(=O)c2ccccc2n(CC(=O)Nc2ccc(F)cc2F)c1=O)NCc1ccccc1Cl
-10.5	O=C(CN1C2=NCCN2c2ccccc21)c1ccc(Cl)c(Cl)c1
-0.3	CC1(C)CC(=O)C=C(C(=O)N2CCCC2c2ccc(C(N)=O)s2)O1 (stereo not given)
12.3	CC(=O)n1nc(-c2nc(C)cc(C)n2)oc1=S
-0.8	CCCc1nn(C)c(C(=O)Nc2ccccc2CC)c1Cl
-3.1	Cc1nnc(N2CCCC(C(=O)Nc3ccccc3C(F)(F)F)C2)c2nn(-c3ccccc3)c(C)c12 (stereo not given)
3.3	C/C(=N\NC(=O)C(c1ccccc1)c1ccccc1)c1ccccc1O
5.4	Cc1nnc(SCC(=O)NC2CCCc3c2cnn3-c2ccccn2)s1 (stereo not given)
4.4	Cc1ccc(-c2cn(-c3ccc(Cl)cc3)c(S(=O)(=O)CC(=O)Nc3ccccc3)n2)cc1
-13.0	Cc1csc(SCC(=O)Nc2cccc3nsnc23)n1
-16.0	COC(=O)CCc1sc(Nc2ccc(OC)cc2)nc1-c1ccc(OC)cc1
5.6	Cc1cccc(C)c1NC(=O)C(=O)Nn1c(=S)[nH]c2ccccc2c1=O
3.3	COc1ccc(N2CCN(CCCNC(=O)c3ccc4nc(N5CCCCC5)sc4c3)CC2)cc1
8.5	CCOC(=O)N1CCC(NC(=O)c2ccc3c(c2)N(Cc2cccc(C)c2)C(=O)c2ccccc2S3(=O)=O)CC1

# Next results.
RBX1-CUL1 inh	smiles
-9.8	O=C1N=CC(Br)C=C1[N+](=O)[O-] (stereo not given)
2.1	COc1ccccc1-c1noc(CSc2nnc(-c3ccccc3)n2-c2ccc(C)c(C)c2)n1
4.6	Cc1ccc(S(=O)(=O)NC(C)C(=O)NC2CC2)cc1 (stereo not given)
6.4	CS(=O)(=O)N1CCCc2cc(S(=O)(=O)N3CCOCC3)ccc21
6.4	COc1ccc(S(=O)(=O)Nc2ncccn2)cc1
-7.9	Cc1ccc(C(=O)Nc2sc3c(c2C(=O)OC(C)C)CCC(C)C3)cc1[N+](=O)[O-] (stereo not given)
0.4	CCOC(=O)CC(C)=Nc1c(-c2cccc(Br)c2)c(C)nn1-c1ccccc1
2.8	Cc1ccc(OC(C)C(=O)NC2CC3CCC2C3)cc1 (stereo not given)
4.9	C=CCNCCCCOc1cc(C)ccc1C
-3.2	Cc1cc(C)c(S(=O)(=O)NCCc2sc(-c3cccnc3)nc2C)c(C)c1
-0.6	Cc1ccc(C(=O)CSc2nc(C)cc(C(F)(F)F)c2C#N)c(C)c1
0.8	COc1ccccc1CNC(=O)NCc1noc2ccc(C)cc12
-2.8	Cc1ccc(NC(=O)C2CCN(c3nnc(C)c4c(C)n(-c5ccccc5)nc34)CC2)cc1Cl
-3.7	CCCCNC(=O)c1nnn(-c2ccc(Br)cc2)c1C
6.1	Cc1ccc(-c2noc(CN(C3CCCCC3)S(=O)(=O)c3ccc(F)cc3)n2)cc1
7.1	O=C1NC(=O)N(c2ccc(F)cc2)C2=NC(c3cccnc3)=NC(C(F)(F)F)(C(F)(F)F)C12 (stereo not given)
6.3	COC(=O)c1cc(CNC(=O)Cc2c(F)cccc2Cl)cc(NC(=O)c2ccco2)c1
0.5	C=CCn1c(SCC(=O)N(CCO)CCO)nc2sc3c(c2c1=O)CCC3
-12.0	COc1ccc(-c2nc3c(c(SCC(=O)N4CCCCC4)n2)Cc2c(CO)cnc(C)c2O3)cc1
-2.5	CC(C)(C)OC(=O)N1CCC(c2c(C(=O)N3CCN(c4ccccc4)CC3)cnn2-c2ccccc2)CC1
15.9	CCCC1=NN2C(=N)/C(=C/c3cc(Cl)c(OCCOc4ccccc4)c(OC)c3)C(=O)N=C2S1
-8.9	COc1ccccc1OC(C)C(=O)c1ccc(C)cc1 (stereo not given)
-2.7	Cc1ccc(NS(=O)(=O)c2ccc3c(c2)[C@H]2C=CC[C@H]2[C@@H](c2ccc(Cl)c(Cl)c2)N3)c(C)c1
-10.1	COc1ccc(C2C(C)C(N3CCC(C(=O)NCc4ccco4)CC3)NS2(=O)=O)cc1 (stereo not given)
-2.3	CCCn1nc(Oc2nc(N(C)C)nc(N(C)C)n2)ccc1=O
-2.0	CCCN1CCN(C(=O)Nc2cc(C)ccc2OC)CC1
5.2	Cc1ccc(NC(=S)NC(=O)c2cccs2)cc1NC(=S)NC(=O)c1cccs1
3.0	C=C(C)CNC(=O)C1CCCN(C2CCN(C3Cc4ccccc4C3)CC2)C1 (stereo not given)
-0.1	O=C(c1cnc(-c2ccccn2)nc1)N1CCc2[nH]nc(C3CCC3)c2C1
12.8	CCCS(=O)(=O)N1CCC(C(=O)Nc2ccc(C(=O)O)cc2)CC1
-5.7	NC(=O)Cn1cc(/C=C2\SC(=Nc3ccccc3)N(C3CCCC3)C2=O)c2ccccc21
0.6	CCOC(=O)c1c(C)nc2sc(C(=O)Nc3ccc(C(C)=O)cc3)c(N)c2c1-c1ccc(OC)cc1
-5.4	O=C(Cn1c(=O)nc(-c2ccccc2)c2cc(Cl)ccc21)NCCCc1ccccc1
-0.3	Cc1ccc(-c2cc(C(=O)Nc3ccc4c(c3)OCO4)no2)cc1
-6.1	CCc1noc(C)c1C(=O)N1CCN(c2cc(Cl)ccc2C)CC1
-5.5	CCc1cc2c(cc3c(=O)n(CC(=O)N4CCN(c5cc(Cl)ccc5C)CC4)ncn32)s1
-6.2	Cn1c(=O)c2c(SCC(=O)Nc3ccccc3C(F)(F)F)nc(C3CCCC3)nc2n(C)c1=O
4.0	COc1ccc(C(=O)Nc2noc3ccccc23)cc1
-6.1	COc1ccc(F)c(CC2(CCC(=O)N(CC3CCC3)CC3CCCO3)CCC(=O)N2)c1 (stereo not given)
1.3	O=C(CCCCn1c(=O)[nH]c2ccsc2c1=O)N1CCN(c2cccc(C(F)(F)F)c2)CC1
3.2	O=C(c1ccc(-c2cccs2)nc1)c1cccs1
2.7	O=S(=O)(NCc1ccc2c(c1)OCO2)c1cccc(F)c1
2.2	O=c1cc(N2CCOCC2)nc2n1CCCS2

# Not all compounds are listed, so the mix of outcomes need not match the whole.
